Source: PubChem BioAssay
hIAP block = human IAP inhibition; purified IAP, CDP-Star luminescence, 30 min; 330,000 compounds, 0.12% hits; inhibition, % at 10 µM; P09923;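 active = inhibition reaching a set limit with compound at 10 µM in the primary screen, cut at about 35% in these data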;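 also: plate controls were DMSO wells with enzyme for no effect and no-enzyme buffer wells for full effect; values of inactives mirror those of a sister screen read the other way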
SENP1 inh = SENP1 (human) catalytic domain inhibition | inhibition, % at 10 µM | AID 624204 | recombinant SENP1 catalytic domain, CyPet-SUMO1-YPet FRET cleavage | 360,000 compounds, 0.21% hits;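 active = inhibition at least 30% at 10 µM, raw YFP signal under a set limit, fluorescence ratio 0.5 to 1.5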;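 also: 0% = enzyme with DMSO and 100% = no enzyme wells; some results filed as inactive read as strong as hits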
Target sequence (Q9P0U3 419-644 limits assumed): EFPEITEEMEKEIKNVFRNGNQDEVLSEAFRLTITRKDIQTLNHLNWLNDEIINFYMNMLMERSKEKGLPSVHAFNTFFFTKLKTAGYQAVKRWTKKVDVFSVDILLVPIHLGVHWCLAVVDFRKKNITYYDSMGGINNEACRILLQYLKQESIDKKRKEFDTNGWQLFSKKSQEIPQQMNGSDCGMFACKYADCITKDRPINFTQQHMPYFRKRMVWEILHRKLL
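Controls: no-enzyme wells low, DMSO-plus-enzyme wells high control. Test system: human recombinant His6-tagged SENP1 catalytic domain enzyme. Reagent: SFCypet-SUMO1-SFYpet FRET protein substrate, 25 nM final. Doses: one dose per compound, 10 µM, 0.5% DMSO. Detection: FRET, CFP and YFP emission. Timing: 50 min reaction at room temperature.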
APOBEC3G inh = APOBEC3G (human) deaminase inhibition; Q9HC16; recombinant A3G, ssDNA deamination FAM/TAMRA fluorescence; inhibition, % at 20 µM; 330,000 compounds, 0.28% hits; AID 493012;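 active = inhibition of at least 40% at 20 µM, with no more than 30% in the related APOBEC3A deaminase screen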;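 also: plate controls were DMSO wells with A3G for no effect and wells lacking A3G enzyme for full effect; some compounds called inactive have numbers as strong as hits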
Target sequence (Q9HC16 whole entry, looked up): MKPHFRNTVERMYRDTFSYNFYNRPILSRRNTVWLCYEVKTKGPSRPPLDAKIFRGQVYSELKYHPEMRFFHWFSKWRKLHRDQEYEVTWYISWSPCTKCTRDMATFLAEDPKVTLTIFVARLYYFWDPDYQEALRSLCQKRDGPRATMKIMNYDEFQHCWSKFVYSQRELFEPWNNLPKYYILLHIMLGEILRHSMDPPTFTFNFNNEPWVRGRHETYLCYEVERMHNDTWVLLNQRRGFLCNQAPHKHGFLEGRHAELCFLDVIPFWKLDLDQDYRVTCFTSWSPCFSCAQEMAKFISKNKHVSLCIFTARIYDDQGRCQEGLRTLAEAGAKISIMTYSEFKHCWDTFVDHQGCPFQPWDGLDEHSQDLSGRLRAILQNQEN
NLRP3 yeast inh = NALP3 inhibition in yeast; Yeast reconstituted NLRP3/ASC/caspase-1, beta-gal luminescence, 24 h; inhibition, % at 10 µM; 330,000 compounds, 0.39% hits; AID 2825;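 active = inhibition of 50% or more; inactive = inhibition below 50%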;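 also: plate controls were induced DMSO wells for no effect and uninduced yeast grown without galactose for full effect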
hIAP act = increases human intestinal alkaline phosphatase activity; P09923; purified human IAP, CDP-Star luminescence, 30 min; hits give high values; 1 = vehicle-only enzyme, 0 = enzyme-free background; activation factor at 10 µM; 330,000 compounds, 0.16% hits; AID 2524;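 active = activation factor of the enzyme at least 2-fold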; also: the source names both 10 and 20 µM as test concentration; values of inactives mirror those of a sister screen read the other way
MIN6 prolif = induces beta-cell replication in MIN6 cells; AID 2380; 330,000 compounds, 0.29% hits; MIN6 cells proliferation, ATPlite luminescence, 48 h; cells starved in 0.2% serum; 100% = growth in 10% serum; proliferation, % at 10 µM;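 active = compounds whose signal lies at least 3.5 SD above the mean of all wells on their plate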;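 also: 0% = DMSO-treated cells in low-serum medium and 100% = 10% serum control; some compounds called inactive have numbers as strong as hits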
APOBEC3A inh = inhibitors of human APOBEC3A DNA deaminase; 330,000 compounds, 0.41% hits; recombinant A3A, FAM/TAMRA ssDNA deamination fluorescence; inhibition, % at 20 µM; P31941;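 active = at least 40% inhibition at 20 µM here, with at most 30% in a related deaminase screen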;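 also: plate controls were A3A with DMSO for no effect and wells lacking A3A enzyme for full effect; some results filed as inactive read as strong as hits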
Target sequence (P31941 whole entry, looked up): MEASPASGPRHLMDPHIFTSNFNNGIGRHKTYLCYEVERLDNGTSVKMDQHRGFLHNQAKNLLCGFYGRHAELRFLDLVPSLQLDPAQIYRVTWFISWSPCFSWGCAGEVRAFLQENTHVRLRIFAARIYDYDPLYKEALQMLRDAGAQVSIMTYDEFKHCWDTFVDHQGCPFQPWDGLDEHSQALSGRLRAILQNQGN
mIAP activ = increases mouse intestinal alkaline phosphatase activity; muIAP, CDP-Star luminescence, 30 min; hits give high values; 1 = vehicle-only enzyme signal, 0 = enzyme-free wells; activation factor at 10 µM; 330,000 compounds, 0.24% hits; AID 2805;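 active = activation factor of at least 2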; also: the source names both 10 and 20 µM as test concentration; values of inactives mirror those of a sister screen read the other way
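Assay system: mouse IAP enzyme / Compound: DMSO-dissolved test compounds / Timing: 30 min, room temperature / Measured by: luminescence from enzymatic CDP-Star hydrolysis / Control set: DMSO-only wells, enzyme-free buffer wells as negative control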
mIAP block = blocks mouse intestinal alkaline phosphatase | AID 2806 | 330,000 compounds, 0.2% hits | inhibition, % at 10 µM | purified mouse IAP, CDP-Star luminescence, 30 min;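 active = inhibition of at least 40% at 10 µM in the primary screen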;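 also: plate controls were DMSO with enzyme for no effect and no enzyme wells for full effect; values of inactives mirror those of a sister screen read the other way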
* marks the source's active call; other numbers are inactive results; x = no result given. Some of the compounds tested; count on the stated rates, not on these rows.

The line under a structure holds: hIAP block	SENP1 inh	APOBEC3G inh	NLRP3 yeast inh	hIAP act	MIN6 prolif	APOBEC3A inh	mIAP activ	mIAP block
CCn1c(SCC(=O)Nc2cccc(F)c2)nc2c(c1=O)SC(C)C2 (stereo not given)
  14.0	1.2	-0.3	10.2	0.86	1.9	-2.4	0.949	5.1
COc1cccc(N2CCN(C(=O)CCC(=O)c3ccc(Cl)s3)CC2)c1
  6.9	0.7	-9.4	18.0	0.931	-5.4	-8.1	0.922	7.8
CCS(=O)(=O)N1CCC(C(=O)NCc2cccc(OC)c2)CC1
  17.3	1.3	5.0	24.6	0.827	-2.2	0.1	0.91	9.0
O=C(Nc1nc2c(F)cccc2s1)C1CC1
  -6.1	0.8	-0.7	29.9	1.06	1.0	-0.6	1.05	-4.8
Cc1ccc(C2/C(=C(\O)c3cnn(-c4ccccc4)c3C)C(=O)C(=O)N2CCN(C)C)o1 (stereo not given)
  -6.1	-1.1	0.9	11.4	1.06	-2.3	0.8	1.01	-1.1
COC(=O)c1ccc(C2/C(=C(\O)c3ccc4c(c3)OCCO4)C(=O)C(=O)N2CCCN2CCOCC2)cc1 (stereo not given)
  7.3	-1.3	-7.6	10.8	0.927	2.5	-8.3	0.944	5.6
COc1cc(/C=C/C(=O)OCC(=O)Nc2ccc3c(c2)OCCO3)ccc1OCC#N
  -2.0	2.0	-13.5	20.4	1.02	0.0	1.0	0.947	5.3
COc1cc(-c2cc(-c3ccc(F)cc3)nc(N)c2C#N)ccc1O
  8.6	2.3	-7.5	21.6	0.914	-2.6	2.7	0.877	12.3
CCOC(=O)N1CCC(N2CCCC(CO)(Cc3cccc(OC)c3)C2)CC1 (stereo not given)
  0.8	-77.4	-2.6	-2.2	0.992	-0.6	-0.5	1.03	-3.1
COC(=O)c1c(-c2ccsc2)oc2ccc(-c3cc(OC)c(OC)c(OC)c3)cc12
  11.5	0.4	-11.2	3.1	0.885	-8.6	-5.3	1.03	-3.2
COc1ccc(CCN(C)CCC(=O)Nc2c(C)cc(C)cc2C)cc1OC
  9.4	-3.3	-4.0	3.3	0.906	-1.4	-1.7	1.09	-9.0
C=C(NS(=O)(=O)c1ccc(C)cc1)C(=O)OC
  x	1.4	1.4	x	x	x	0.7	0.947	5.3
COc1cc(C(=O)Nc2ccc3ccccc3c2)cc(OC)c1OC
  -16.5	x	3.5	32.8	1.17	-1.9	3.5	1.05	-4.8
CC1CCCN(C(=O)C2CC(=O)N(c3ccc(Cl)cc3)C2)C1 (stereo not given)
  -12.7	1.2	18.6	16.9	1.13	-2.1	0.1	1.15	-15.3
COc1ccc(CN(C2CCCCC2C)S(=O)(=O)c2ccc(S(=O)(=O)N(C)C)cc2)cc1OC (stereo not given)
  4.9	1.0	-8.0	11.8	0.951	1.4	-1.6	0.92	8.0
Cc1ccc2[nH]c3c(=O)n(CCC4=CCCCC4)cnc3c2c1
  -3.3	x	13.8	16.5	1.03	-3.6	0.5	1.01	-1.5
O=C(NCc1ccccc1)C(c1ccco1)N(C(=O)c1csnn1)C1CC1 (stereo not given)
  10.6	2.4	-7.8	8.5	0.894	0.0	-4.5	0.967	3.3
C=CCNC(=O)c1ccc(Cn2c(=S)[nH]c3cc4c(cc3c2=O)OCO4)cc1
  4.4	-1.4	-3.1	-3.8	0.956	-2.5	-0.5	0.988	1.2
Cc1ccc(C)c(NC(=O)C(OC(=O)c2cnc(C)cn2)c2ccccc2)c1 (stereo not given)
  -2.3	-0.6	-1.3	8.8	1.02	0.6	1.6	0.979	2.1
Cc1ccc(C(=O)NNC(=O)C(NC(=O)c2cccc(C)c2)C(C)C)cc1 (stereo not given)
  -24.9	2.1	-7.7	-6.5	1.25	4.9	-3.0	1.03	-3.0
COc1ccc(C(=O)Nc2c3c(nn2-c2cccc(Cl)c2)CS(=O)C3)cc1 (stereo not given)
  4.1	1.8	-4.1	11.6	0.959	-1.7	-1.6	0.716	28.4
COc1ccc(CCNC(=O)c2cc(-c3ccco3)on2)cc1OC
  6.6	-1.3	-3.3	12.5	0.934	-4.2	4.3	0.971	2.9
Cc1ccc(C(=O)NCC(=O)NCc2ccc(Cl)cc2)s1
  2.5	0.5	-4.2	4.9	0.975	-2.1	-0.4	0.99	1.0
CC1(C)C[C@H]2C3=CCC4[C@@]5(C)CC[C@H](O)[C@@](C)(CO)C5CC[C@@]4(C)[C@]3(C)C[C@@H](O)[C@@]2(CO)[C@@H](O)[C@@H]1O (stereo not given in full)
  10.5	-1.2	-8.1	3.4	0.895	-4.3	-5.6	1.02	-2.0
CCCCCCN(C(=O)CCCCCN1C(=O)NC(c2ccc(-c3ccccc3)cc2)C(C(=O)OCc2ccccc2)=C1C)C(C(=O)NCCCC)c1ccccc1 (stereo not given)
  -1.0	x	-7.0	0.9	1.01	-5.2	-3.6	1.25	-25.4
CCOC(=O)c1c(C)noc1CP(=O)(c1ccccc1)c1ccccc1
  -5.7	2.4	-8.9	3.4	1.06	0.3	-3.2	1.08	-8.1
Cc1c(C(=O)N2CCOCC2)sc2nc(-c3ccccc3)cn12
  -16.4	1.6	-4.0	5.8	1.16	0.2	-3.5	0.991	0.9
COC(=O)c1cccc(CSc2nnc(C)s2)c1
  3.6	3.5	-4.5	14.6	0.964	-1.7	1.4	1.04	-4.4
CN(CC(=O)N1CCCCCC1)S(=O)(=O)c1ccc(F)cc1
  -13.3	1.6	-10.2	5.2	1.13	-2.1	-2.2	0.995	0.5
CCCCCc1ccc(-c2ccc(OCC)cc2)nc1
  -6.1	0.6	-2.5	19.1	1.06	-0.4	2.2	0.899	10.1
COc1cc(/C=C/C(=O)OCC(=O)NC(=O)NC2CCCC2)ccc1OCC#N
  21.0	1.5	-5.1	13.4	0.789	-2.2	-3.3	0.907	9.3
COc1cccc(C(C)NC(=O)Nc2cccc(C(F)(F)F)c2)c1 (stereo not given)
  -50.1	9.8	4.0	-2.1	1.5	-4.9	3.1	5.26*	-425.7
CCOC(=O)C1CCN(C(=O)COC(=O)c2ccc(Br)o2)CC1
  11.1	-0.4	1.4	15.7	0.889	1.0	1.4	0.943	5.7
COc1cc2cc(CN(Cc3ccc4c(c3)OCO4)C(=O)c3ccco3)c(=O)[nH]c2cc1OC
  -7.0	0.6	2.1	12.6	1.07	3.6	3.8	1.07	-7.4
Cn1c(SCC(=O)NC2CC2)nnc1-c1ccc(Cl)cc1
  -2.1	-1.0	-1.9	9.9	1.02	0.9	-0.8	0.91	9.0
COC(=O)c1ccc([C@H](NC(=O)c2ccco2)[C@]2(C)C[C@H]2C2CCCCC2)cc1
  -10.3	-1.7	-5.9	-15.0	1.1	-9.0	-2.2	1.08	-8.0
CCN(CC)CCCN(Cc1cc2cc3c(cc2[nH]c1=O)OCO3)C(=S)NCCCOC
  -5.2	-31.4	-2.8	-0.9	1.05	-3.3	-9.8	1.03	-2.9
CCN(CC)C(=O)N1c2ccccc2Sc2ccccc21
  16.1	0.4	-4.7	-4.2	0.839	1.2	-0.8	0.962	3.8
Cc1cc(C(C#N)c2ccccc2F)n2ncnc2n1 (stereo not given)
  27.2	0.9	-7.7	6.0	0.728	0.5	3.1	0.889	11.1
CC(C)NS(=O)(=O)c1ccc(CCC(=O)Nc2cc(Cl)ccc2Oc2ccccc2)cc1
  3.1	2.1	-5.5	19.0	0.969	-2.7	-3.5	1.32	-32.3
O=C(Nc1ccccc1)c1cccc(N2C(=O)C3C4C=CC(C4)C3C2=O)c1 (stereo not given)
  -15.9	1.6	-8.9	12.9	1.16	-0.5	-0.2	1	-0.4
Cc1cccc(N=C2NC(=O)c3cc([N+](=O)[O-])ccc32)c1
  2.9	1.2	-3.4	3.8	0.971	-3.1	2.5	0.849	15.1
O=C(Nc1cccc([N+](=O)[O-])c1)C1CC(=O)N(Cc2ccccc2)C1 (stereo not given)
  -11.8	1.4	-7.7	8.2	1.12	-1.9	-0.6	0.996	0.4
CS(=O)(=O)Nc1ccc(C(=O)N2CCCC2)cc1
  11.2	2.8	-3.9	13.9	0.888	-1.8	0.9	0.947	5.3
CC(C)c1cc(CN2CCN(CCC#N)CC2)cc(C(C)C)c1O
  -13.4	1.3	-3.5	3.6	1.13	0.7	-0.7	0.976	2.4
CN(CC1CCOCC1)C(=O)c1ccc2nc(Cc3cccc(Cl)c3)oc2c1
  -23.9	0.4	-2.3	28.2	1.24	-1.2	-0.2	0.969	3.1
Cc1ccnn1CCSCC(=O)O
  22.2	-0.3	-10.4	8.7	0.778	-1.8	-5.3	0.998	0.2
O=C(NC(=S)N(CCO)Cc1ccccc1)c1cc(Br)ccc1Cl
  5.2	0.4	-16.0	3.6	0.948	-3.9	-4.8	0.945	5.5
C1=CC2CC1CC2CN1CCN(c2ccccc2)CC1 (stereo not given)
  -13.5	0.7	-3.9	12.0	1.14	1.6	-1.0	0.916	8.4
CCOC(=O)C1CCN(c2cc3c(cc2NC(=O)c2ccccc2Cl)n(C)c(=O)n3C)CC1
  -7.4	-0.7	-3.8	19.5	1.07	15.5*	-4.6	0.923	7.7
CSc1ccccc1OCc1cc(C(=O)NC2CCOC(C)(C)C2)no1 (stereo not given)
  -9.6	-0.3	-7.3	4.5	1.1	-0.9	-1.3	0.967	3.3
CCOc1ccc(-c2nc(CSCC(=O)NCC3CCCO3)c(C)o2)cc1 (stereo not given)
  8.0	-0.3	2.1	1.3	0.92	1.2	2.4	1.04	-3.9
C#CCOCCOCCOCCNc1nc(N2CCN(C(=O)[C@H](CCCCN)n3cc(CN)nn3)CC2)nc(N2CCN(C(=O)[C@H](CCC(=O)O)n3cc([C@@H](N)[C@H](C)CC)nn3)CC2)n1
  7.1	-1.0	-6.4	15.6	0.929	-2.0	-1.9	1.04	-3.6
COc1ccc(NC(=O)C2CCCO2)cc1OC (stereo not given)
  11.5	0.6	-2.3	12.4	0.885	-1.9	-1.5	0.953	4.7
O=C(COc1ccccc1[N+](=O)[O-])NCCC1=CCCCC1
  10.3	0.2	-3.0	39.0	0.897	-1.1	4.9	0.983	1.7
COc1ccc(NS(=O)(=O)c2ccc(-c3coc(C)n3)cc2)cc1OC
  -15.0	2.5	-4.5	1.5	1.15	-6.7	-4.8	0.911	8.9
CNC(=S)Nc1cccc(S(=O)(=O)NC2=NCCC2)c1
  6.2	1.9	-7.9	-1.8	0.938	1.3	-3.1	1	-0.4
O=C(c1cccc(C(=O)N2CCN(c3ccccc3)CC2)c1)N1CCN(c2ccccc2)CC1
  13.0	-2.8	-7.4	9.6	0.87	-3.3	-1.1	0.929	7.1
CCOc1ccc(C(=O)NCC(=O)OCC(=O)N2CCCCC2)cc1
  -0.2	-1.5	-4.0	-2.9	1	0.0	-4.5	0.966	3.3
